High-throughput results deposited in PubChem BioAssay by National Center for Advancing Translational Sciences (NCATS).
IP6K1 inhibitor: Primary qHTS assay for small molecule inhibitors of Inositol hexaphosphate kinase 1 (IP6K1). Inositol hexakisphosphate kinase 1 (Homo sapiens), Q92551. IP6K1 kinase, ADP-Glo luminescence, 2 h; hits give low values. activity change, % (series mostly up to about 58 µM). actives 0.81% (n = 140,000). AID 1645851, 2021; in the data active means activity change below about -25%
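ADP-Glo luminescence measures ADP made by human IP6K1 during a 2 h RT reaction with ATP/IP6 (mix at 1.3 mM/130 uM); top library doses 57.5 and 19.1 uM final.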
3T3 cytotox: Cytotoxic Profiling in NIH 3T3 Cell Line of Diverse Libraries Using Quantitative High-Throughput Screening | AID 1345082, 2018 | actives 4.3% (n = 94,000) | NIH 3T3 viability, CellTiter-Glo ATP luminescence, 48-72 h | Potency, µM (doses to about 96.7 µM), without a hit: top-dose activity change, negative = cytotoxicity, most hits filed as inhibitors; further: potency means the concentration at half of the fitted maximal effect; nearly all actives have a fitted effect of over 55% in size
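Cytotoxicity was measured by CellTiter-Glo ATP luminescence after 48 or 72 h compound exposure at 37 °C. Mouse NIH 3T3 fibroblasts were seeded at 400 cells/well and dosed by 23 nL pin transfer.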
SNCA expr inhib: Primary qHTS assay for inhibitors of alpha-synuclein gene (SNCA) expression; actives 0.17% (n = 140,000); AID 1671194, 2021; HEK-293 SNCA-luciferase knock-in, luminescence, 24 h; Potency, µM (series often up to 57.2 µM), inactives show at the top dose activity change, negative = inhibition, most hits filed as inhibitors;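 further: potency means the concentration at half of the fitted maximal effect; plate controls were DMSO cells for no effect and cell-free wells for full effect; nearly all actives have a fitted effect of over 45% in size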
SNCA viab count: GF-AFC viability counterscreen for inhibitors of alpha-synuclein gene (SNCA) expression. HEK-293-SNCA-luc viability, GF-AFC fluorescence, 24 h. Potency, µM (titrated, usually from 57.1 µM), without a hit: at the top dose activity change, negative = cytotoxicity, actives largely listed as cytotoxic. actives 0.12% (n = 150,000). AID 1671193, 2021;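 further: potency means the concentration at half of the fitted maximal effect; 0% = DMSO-treated cells and -100% = medium-only wells without cells; nearly all actives have a fitted effect of over 30% in size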
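Cytotoxicity counterscreen: after 24 h compound treatment of genome-edited SNCA-luciferase HEK-293 cells, live-cell protease substrate GF-AFC read by fluorescence after 30 min; activity scaled between DMSO (0%) and medium-only (-100%), curves Hill-fitted.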
GPT2 inh: Primary qHTS assay for inhibitors of Glutamate pyruvate transaminase 2 (GPT2); Recombinant GPT2, coupled pyruvate oxidase/HRP Amplex Red fluorescence; actives 0.25% (n = 100,000); Potency, µM (titrated, usually from 57.7 µM), for the others: top-dose activity change, negative = inhibition, usual class: inhibitors; further: potency means the concentration at half of the fitted maximal effect; nearly all actives have a fitted effect of over 60% in size; many of its hits are not listed in these tables
Target sequence (Q8TD30 whole entry, looked up): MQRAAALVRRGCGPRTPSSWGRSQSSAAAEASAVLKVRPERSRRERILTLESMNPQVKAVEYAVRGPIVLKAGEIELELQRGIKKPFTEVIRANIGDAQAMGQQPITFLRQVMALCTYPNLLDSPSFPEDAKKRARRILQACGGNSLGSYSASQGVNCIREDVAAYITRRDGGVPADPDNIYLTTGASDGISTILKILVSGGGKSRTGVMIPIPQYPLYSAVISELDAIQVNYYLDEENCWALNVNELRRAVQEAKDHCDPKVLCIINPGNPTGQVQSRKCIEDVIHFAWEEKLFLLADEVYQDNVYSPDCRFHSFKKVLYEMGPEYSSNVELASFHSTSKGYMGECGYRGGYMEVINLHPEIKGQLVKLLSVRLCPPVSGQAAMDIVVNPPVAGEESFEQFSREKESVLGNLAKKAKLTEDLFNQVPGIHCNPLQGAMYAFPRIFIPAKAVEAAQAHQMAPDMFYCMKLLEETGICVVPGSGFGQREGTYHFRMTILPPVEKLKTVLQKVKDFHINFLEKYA
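Inhibition is scored from Amplex Red fluorescence generated when pyruvate oxidase and HRP act on pyruvate released by GPT2. Reactions contain 10ng/uL enzyme, 250uM a-KG and 2mM L-alanine and run 30 min at room temperature.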
FLuc inh: Firefly luciferase inhibition profiling of diverse chemical library using quantitative high-throughput screening; purified P. pyralis luciferase, luminescence, biochemical; Luciferin 4-monooxygenase (Photinus pyralis), P08659; actives 2.5% (n = 76,000); AID 1347043, 2019; Potency, µM (top dose mostly 115 µM), for the others: at the top dose activity change, negative = inhibition, usual class: inhibitors; further: potency means the concentration at half of the fitted maximal effect; nearly all actives have a fitted effect of over 65% in size
Target sequence (P08659 whole entry, looked up): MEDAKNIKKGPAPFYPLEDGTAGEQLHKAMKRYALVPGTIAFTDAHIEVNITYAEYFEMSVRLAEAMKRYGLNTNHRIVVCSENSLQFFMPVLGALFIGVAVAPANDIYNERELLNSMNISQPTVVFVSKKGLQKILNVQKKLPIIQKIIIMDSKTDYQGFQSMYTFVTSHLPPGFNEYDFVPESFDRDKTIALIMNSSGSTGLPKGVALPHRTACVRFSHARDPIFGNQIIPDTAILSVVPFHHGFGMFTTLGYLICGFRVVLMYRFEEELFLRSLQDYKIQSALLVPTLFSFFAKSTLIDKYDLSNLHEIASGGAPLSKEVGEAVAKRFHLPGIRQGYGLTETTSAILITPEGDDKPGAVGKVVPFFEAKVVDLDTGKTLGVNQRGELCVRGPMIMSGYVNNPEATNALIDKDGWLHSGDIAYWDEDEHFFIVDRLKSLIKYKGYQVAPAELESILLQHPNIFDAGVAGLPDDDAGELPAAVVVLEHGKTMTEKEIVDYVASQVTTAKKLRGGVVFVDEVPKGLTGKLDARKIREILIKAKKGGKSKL
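FLuc 10nM, D-luciferin 10uM, ATP 10uM, Mg acetate 10mM, Tris acetate pH 7.5, Tween/BSA; cpd qHTS; enzyme added last; CCD luminescence.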
HEK cytotox: Cytotoxic Profiling in HEK 293 Cell Line of Diverse Libraries Using Quantitative High-Throughput Screening; HEK 293 viability, ATP luminescence (CellTiter-Glo), 48-72 h; Potency, µM (top dose mostly 115 µM), without a hit: at the top dose activity change, negative = cytotoxicity, hits mostly inhibitors; actives 6.6% (n = 94,000); AID 1345083, 2018; further: potency means the concentration at half of the fitted maximal effect; nearly all actives have a fitted effect of over 60% in size
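Cells seeded first (HEK 293, 250 cells/well), then compound added by pintool. Incubation ran 48 or 72 hr at 37 degree Celsius. CellTiter-Glo was added and luminescence imaged after 10 min at room temperature.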
An asterisk follows results filed as active; i = inactive; u = inconclusive; x = no result given; [ ] = remark or other dose. Unless noted, the call rests on the fitted dose curve; in most records, active means well fitted curve in the direction sought with a large enough effect; inconclusive means small, poorly fitted or top-dose-only effect, or another doubt; inactive means no such curve, though single readings can be large; an effect the other way counts as inactive or inconclusive. Unless noted, on the % scale 0 is the no-effect control and ±100 the full control effect.

SMILES	IP6K1 inhibitor	3T3 cytotox	SNCA expr inhib	SNCA viab count	GPT2 inh	FLuc inh	HEK cytotox
CC1CCCN(C(=O)c2cc(-c3cnn(CCO)c3)nc3cc(Cl)ccc23)C1 (stereo not given)	21.1	u	-16.7%	-9.2%	0.0%	-5.7%	u
Cc1cc(C(=O)N2CCCC(c3nnnn3C)C2)nn1C (stereo not given)	-9.1	-2.1%	-5.4%	5.4%	i	-6.4%	3.1%
Cc1ccc(C(=O)N2CCc3c(nc4cc(-c5ccccc5)[nH]n4c3=O)C2)cn1	21.5	-3.9%	17.1%	1.9%	i	-30.5%	-0.6%
COc1ccc(N2CCN(c3oc(/C=C/c4ccccc4OC)nc3C#N)CC2)cc1	31.6	x	41.0%[activator]	-10.0%	x	x	x
C=Cc1ccc(CSc2nc(-c3ccccc3C)nc3c2Cc2c(CO)cnc(C)c2O3)cc1	14.7	x	u	u	x	x	x
COc1ccccc1-c1nc(C(=O)N(C)C)n2ccccc12	-14.5	0.9%[138 µM]	109.8%[activator][87.6 µM]	-2.5%[87.6 µM]	4.4%[88.5 µM]	x	2.4%[172 µM]
CCCCN(C)CCNC(=O)c1ccc2c(c1)NC(=O)CN2	0.8	x	-21.0%	-1.2%	x	x	x
CC1CCC2C(C)(C)[C@@H](O)CC[C@]2(C)C12Cc1c(O)cc3c(c1O2)CN(C(CCC(=O)O)C(=O)O)C3=O (stereo not given in full)	3.0	x	x	16.0%[23.9 µM]	-21.5%[27.3 µM]	x	x
CCN1CC2(CCN(C(=O)COC(C)C)CC2)CC(c2ccccc2)C1=O (stereo not given)	25.6	0.3%	2.6%	-0.2%	i	-0.2%	0.5%
COc1ccccc1CNC(=O)COCc1cc(-c2cccs2)on1	4.2	x	6.1%	1.6%	x	x	x
COc1ccc(F)cc1-c1cc(NC(=O)[C@@H]2CCCNC2)ncc1Cl	-8.7	x	x	u	i	x	x
CC(=O)c1ccccc1OCC(O)Cn1c(CO)nc2ccccc21 (stereo not given)	4.3	x	9.6%	26.5%	x	x	x
Cc1nn2c(=O)cc(COC(=O)c3cccc(NC(=O)COc4ccccc4C)c3)nc2s1	-13.6	x	u	-1.7%	x	x	x
COc1ccc(CC(=O)N2CCC(Cc3nc(-c4ccccc4)no3)CC2)cc1OC	8.4	u	-4.6%	3.6%	i	-6.1%	35.5µM*
CCn1c2c(c(=O)n1-c1ccccc1)CCN(C(=O)c1ccc(Oc3ccccc3)cc1)C2	7.8	u	3.4%	u	-13.1%	-3.5%	u
CC1=C(C(=O)Nc2ccccc2)C(c2ccncc2)n2nc(SCc3ccccc3Cl)nc2N1 (stereo not given)	-0.9	x	-15.2%	5.4%	x	x	x
CS(=O)(=O)N1CCC(C2CCNC2)CC1 (stereo not given)	-7.7	-7.0%	33.1%[activator]	-0.4%[12.5 µM]	i	-11.6%	-19.2%
C=CCn1c(CN2C[C@@H]3C(C(=O)N(C)C)[C@@H]3C2)nc2ccccc21 (stereo not given in full)	-18.9	-30.9%	-3.6%	-4.7%	i[11.5 µM]	7.6%	-22.4%
CCCCN(CC)C(=O)CCCn1c(=O)c2cccn2c2ccccc21	-0.9	x	-17.2%	2.1%	x	x	x
O=C(Nc1ccc(Cl)cc1C(F)(F)F)c1cc(S(=O)(=O)N2CCOCC2)ccc1F	0.0	x	-2.3%	12.1%	x	x	x
Cc1nc(C(=O)N2CC[C@H](n3nnc(C(N)=O)c3C(N)=O)C[C@H]2C(=O)N[C@@H](Cc2cccs2)C(N)=O)cs1	11.0	i	7.3%	1.4%	2.0%	-0.9%	-14.8%
Cc1cc(C(=O)N2CC[C@](O)(c3ccccc3)[C@H](N(C)C)C2)n[nH]1	15.6	i	5.4%	9.0%	-4.9%	-3.6%	11.1%
CC1(C(=O)NCC2CCCCC2)CCCCC(=O)N1 (stereo not given)	35.7	i	-3.5%	15.3%	i	3.6%	5.4%
COCCCNC(=O)c1ccc2nnc(-c3cc[nH]c3)n2c1	-8.2	-3.9%[138 µM]	26.9%[87.6 µM]	-7.6%[87.6 µM]	4.3%[88.5 µM]	x	-10.5%[172 µM]
CCn1nccc1C(=O)N1CC(Oc2ccc(-c3nc(-c4ccccc4)no3)cc2)C1	-2.7	u	u	u	i	u	11.2µM*

As a short view, 3 of the compounds above.
SMILES	IP6K1 inhibitor	3T3 cytotox	SNCA expr inhib	SNCA viab count	GPT2 inh	FLuc inh	HEK cytotox
CS(=O)(=O)N1CCC(C2CCNC2)CC1 (stereo not given)	-7.7	-7.0%	33.1%[activator]	-0.4%[12.5 µM]	i	-11.6%	-19.2%
C=CCn1c(CN2C[C@@H]3C(C(=O)N(C)C)[C@@H]3C2)nc2ccccc21 (stereo not given in full)	-18.9	-30.9%	-3.6%	-4.7%	i[11.5 µM]	7.6%	-22.4%
CCCCN(CC)C(=O)CCCn1c(=O)c2cccn2c2ccccc21	-0.9	x	-17.2%	2.1%	x	x	x

Compound profiles, from the list above. Screens in order: IP6K1 inhibitor | 3T3 cytotox | SNCA expr inhib | SNCA viab count | GPT2 inh | FLuc inh | HEK cytotox
CS(=O)(=O)N1CCC(C2CCNC2)CC1 (stereo not given) across the screens: -7.7 | -7.0% | 33.1%[activator] | -0.4%[12.5 µM] | i | -11.6% | -19.2%
Cc1nc(C(=O)N2CC[C@H](n3nnc(C(N)=O)c3C(N)=O)C[C@H]2C(=O)N[C@@H](Cc2cccs2)C(N)=O)cs1 across the screens: 11.0 | i | 7.3% | 1.4% | 2.0% | -0.9% | -14.8%

Continuation:
SMILES	IP6K1 inhibitor	3T3 cytotox	SNCA expr inhib	SNCA viab count	GPT2 inh	FLuc inh	HEK cytotox
CCN1CC2(CCN(C(=O)c3cc4c(cc3OC)CCC4)CC2)OC1=O	3.9	0.1%	u	11.3%	i	-9.3%	-1.7%
Cc1ccc(-c2nc(CNC(=O)[C@@H]3CCC[C@H](N)C3)[nH]c2-c2ccccn2)cc1	-9.2	-13.2%	58.5%[activator]	-3.7%	-3.6%	-6.5%	u
CCCN(CC1CCOC1)C(=O)NCCC(C)C (stereo not given)	9.8	i	3.6%	-0.7%	i	6.6%	-0.3%
COc1ccc(F)cc1-c1cccc(C(=O)NCCNC(=O)C2CC2)c1	-1.7	u	-12.5%	-5.4%	0.6%	x	u
Cc1cccc(-c2cccc(CN3CCCC(C(=O)NCCCc4ccccc4)C3)c2)c1 (stereo not given)	-3.3	39.8µM*	-26.0%	-21.6%	-2.5%	x	44.7µM*
O=C1NCCCCCCN(C(=O)Cc2ccccc2)[C@H]2CCCC[C@@H]12	-12.6	-17.9%	18.3%	-6.5%	3.7%	-1.8%	u
CN1c2cc(C(=O)NCc3cccc(Cl)c3)ccc2C(=O)N2CCCCCC21 (stereo not given)	-3.2	u	-15.5%	15.9%[12.5 µM]	0.2%	-21.2%	u
O=C(O)CCC1CCCN(S(=O)(=O)c2ccc(F)cc2)C1 (stereo not given)	28.3	-8.4%	2.4%	4.5%	-8.8%	-12.8%	3.4%
Cc1noc2c(NC(C)C)cc(-c3ccc(Cl)cc3)nc12	-13.1	-29.1%[138 µM]	2.3%[87.6 µM]	10.1%[87.6 µM]	-19.1%[88.5 µM]	1.9%[172 µM]	u
COc1ccc(-c2[nH]c3c(c2-c2c(-n4cccc4)n(C)c(=O)n(C)c2=O)c(=O)n(C)c(=O)n3C)cc1	4.7	x	17.0%	-9.2%	x	x	x
O=C(O)CCC1CCCN(S(=O)(=O)c2ccccc2)C1 (stereo not given)	19.9	i	-7.4%	2.7%	i	-4.3%	-0.8%
O=c1cc(-c2cccnc2)oc2c(-c3cccc(F)c3)nccc12	-10.1	u	8.9%[87.6 µM]	-15.2%[87.6 µM]	-0.5%[88.5 µM]	-2.1%[172 µM]	-11.3%[172 µM]
COc1ccc(C(=O)Nc2ccc([C@H]3OCC(=O)N[C@@H]3CO)cc2)cc1	6.7	-6.0%[138 µM]	-5.4%[87.6 µM]	7.2%[87.6 µM]	-12.2%[88.5 µM]	u	0.8%[172 µM]
CN1CC[C@H]2CN(C(=O)CCCc3ccccc3)C[C@@]2(C(=O)O)C1	-7.4	-2.9%	15.0%	-0.2%	2.2%	8.7%	2.7%
COc1cc2ncc(C(=O)c3ccc(C)cc3)c(N3CCCCC3)c2cc1OC	4.6	x	-8.6%	-15.0%	x	x	x
Cc1cccc(N2CCN(c3ncnc4c3cnn4-c3ccc(Cl)cc3)CC2C)c1 (stereo not given)	20.4	x	u	10.0%	x	x	x
Cc1cc(C)c(S(=O)(=O)NCC(c2ccco2)S(=O)(=O)c2ccccc2)c(C)c1 (stereo not given)	29.7	x	18.8%	9.7%	x	x	x
Cc1cc(Cl)ccc1OCC(=O)N(Cc1ccco1)Cc1ccccc1F	20.3	x	u	-1.9%	x	x	x
Cc1ccc2c(c1)-c1c(cnn1CC(=O)N1CCN(c3ccccc3F)CC1)CO2	-8.2	x	25.3%	-1.1%	x	x	x
O=C(NCc1ccncc1)C1CN(C(=O)c2cc(F)ccc2F)CC12CCOCC2 (stereo not given)	28.7	-7.9%	-7.9%	-5.7%	-3.6%	-0.3%	-10.2%
Cc1nnc(CN(C)C(=O)CC(c2ccccc2)c2ccc(Cl)cc2)o1 (stereo not given)	4.1	-16.1%	-11.4%	-3.5%	u	4.5%	-5.1%
CCCCOC(=O)CCCCCCCCC(=O)OCCCC	29.6	x	42.1%[25.6 µM]	-28.7%[23.9 µM]	1.2%	x	x
CC1(C)CO[C@@H](CC(=O)O)CN1	-5.2	x	25.5%[25.6 µM]	8.8%[23.9 µM]	3.0%	x	x
FC(F)(F)c1cccc(C2=NOC3(CCN(Cc4ccsc4)C3)C2)c1 (stereo not given)	-4.7	u	-30.3%	-2.6%	u	x	u
Cc1ccc2c(CC(=O)Nc3c(C(=O)c4ccc(C)c(F)c4)oc4ccccc34)coc2c1	-24.7	x	16.5%	3.4%	x	x	x
COCC1CN(Cc2cccc(OC(F)(F)F)c2)CC12CCNCC2 (stereo not given)	1.1	u	-9.8%	-28.1%	u	-18.8%	u

Part of the list above, with values under each structure:
Under each structure – IP6K1 inhibitor, 3T3 cytotox, SNCA expr inhib, SNCA viab count, GPT2 inh, FLuc inh, HEK cytotox
O=C(O)CCC1CCCN(S(=O)(=O)c2ccccc2)C1 (stereo not given)
 : 19.9, i, -7.4%, 2.7%, i, -4.3%, -0.8%
Cc1cc(Cl)ccc1OCC(=O)N(Cc1ccco1)Cc1ccccc1F
 : 20.3, x, u, -1.9%, x, x, x

This is a subset; count on the stated rates, not on these rows.
